OX1R antag-1 = OX1R (human) antagonism; O43613; OX1R-expressing cells, FRET antagonist read-out; inhibition, % at 6.6 µM; 330,000 compounds, 1.8% hits; AID 485270; in the data active = inhibition mostly above about 38%, no sharp cut-off; inactive = mostly below about 40%;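 also: 0% = agonist challenge alone and 100% = reference antagonist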
Target sequence (O43613 whole entry, looked up): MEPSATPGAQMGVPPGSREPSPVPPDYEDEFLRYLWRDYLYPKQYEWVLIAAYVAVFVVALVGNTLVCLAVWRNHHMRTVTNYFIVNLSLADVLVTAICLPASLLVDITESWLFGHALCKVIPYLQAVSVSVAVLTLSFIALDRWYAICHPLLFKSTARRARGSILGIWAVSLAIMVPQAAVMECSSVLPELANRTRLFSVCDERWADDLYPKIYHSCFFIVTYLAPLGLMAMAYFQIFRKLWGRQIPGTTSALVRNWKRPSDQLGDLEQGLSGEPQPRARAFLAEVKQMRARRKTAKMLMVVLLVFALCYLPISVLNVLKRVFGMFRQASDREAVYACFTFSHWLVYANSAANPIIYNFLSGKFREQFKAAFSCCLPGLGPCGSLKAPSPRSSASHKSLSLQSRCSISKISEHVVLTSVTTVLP
OX1R antag-2 = blocks the human orexin 1 receptor. 330,000 compounds, 0.43% hits. inhibition, % at 5 µM. CHO/OX1R cells, Fluo-8 calcium fluorescence, orexin A. AID 434989. O43613;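 active = inhibition above its plate's threshold, mean inhibition of all tested compounds on the plate plus 3 SD, cut at about 37% in these data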;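 also: 0% = orexin A challenge wells and 100% = SB-334867-A antagonist wells; not every result past the cut was called active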
Numbers without * were called inactive.

SMILES	OX1R antag-1	OX1R antag-2
COC(=O)c1ccc(N(CC(=O)NC2CCCC2)C(=O)CNC(=O)c2ccco2)cc1	5	-15
COC(=O)Cc1sc(-c2ccccn2)nc1-c1ccccc1	15	-18
CCCCN1C(=O)C(=O)N(CC(=O)Nc2cc(S(=O)(=O)N(C)C)ccc2C)C1=O	14	1
CN(CCc1ccccn1)C(=O)CCNC(=O)Cn1cnc2ccccc2c1=O	5	-10
COc1ccc(N2CC(C(=O)Nc3ccc4c(c3)OCO4)CC2=O)cc1 (configuration not stated)	8	-18
CC1CCN(c2c(NCc3ccc(C(=O)N4CCN(C5CCCCC5)CC4)cc3)c(=O)c2=O)CC1	7	-19
Cc1cc(Cl)ccc1OCC(=O)Nc1ccc2oc(=O)ccc2c1	15	11
Cc1ccc(NC(=O)c2oc3ccccc3c2COC(C)C)cc1S(=O)(=O)N1CCOCC1	20	-1
CN(C)c1ccc(/C=N/N2CCN(Cc3ccccc3Cl)CC2)cc1	12	3
COc1ccc(CCNC(=O)c2cccc(S(=O)(=O)N3CCCC3)c2)cc1OC	-1	-15
CC1(c2nnc(-c3cccc(Cl)c3)o2)CC(c2ccc(F)cc2)=NO1 (configuration not stated)	9	-31
COc1cc(OC)cc(C(=O)N2CCN(c3ccccc3F)CC2)c1	25	-10
Clc1nc(N2CCOCC2)ncc1Br	10	5
O=C(Cn1nnc2ccccc2c1=O)N[C@@H](Cc1c[nH]c2ccccc12)C(=O)O	0	-12
CC1CCCN(c2ccc(C(=O)NCc3ccco3)cc2[N+](=O)[O-])C1 (configuration not stated)	16	-24
O=C(COc1ccc2ccccc2c1Br)N1CCN(c2ccccn2)CC1	7	-20
CN1C(=O)C(CC(=O)Nc2ccc(F)cc2)N(CCCc2ccccc2)C1=S (configuration not stated)	52	48*
CCN1CCN(c2ccc(S(=O)(=O)N3CCOCC3)cc2NC(=O)CCC(C)C)CC1	13	-8
COc1ccc(C(OC(=O)c2ccco2)C(=O)NC2CCCCC2)cc1 (configuration not stated)	21	-3
CCCCn1c(NS(=O)(=O)c2ccccc2)c(S(=O)(=O)c2ccc(C)cc2)c2nc3ccccc3nc21	19	-8
CC(C)OC(=O)Cn1cc(C#N)c2ccccc21	6	-14
O=C(NCCOc1ccccc1)c1ccc2c(c1)S(=O)(=O)c1cc(Cl)ccc1C2=O	12	-16
Cc1nnc(SCC(=O)Nc2cc(S(=O)(=O)N3CCCC3)ccc2Cl)s1	-1	-31
O=C(c1ccccc1F)N1CCN(c2ccc([N+](=O)[O-])c3ncccc23)CC1	22	12
Cc1ccc(C(=O)CN2CCC(NC(=O)C3CCCCC3)CC2)cc1	20	-19

Other entries.
SMILES	OX1R antag-1	OX1R antag-2
Cc1ccc(-n2c(-c3cccs3)nc3nc4ccccc4nc32)cc1	4	-15
O=C(c1ccco1)N(Cc1ccco1)c1ccc(O)cc1	0	-10
CCOC(=O)C[C@H]1c2ccccc2S(=O)(=O)N1Cc1ccc(Cl)cc1	29	-26
COc1ccccc1-c1cc(-c2cc(Cl)ccc2O)n[nH]1	11	-11
Cc1nc(C)c(C(=O)OC(C)C(=O)Nc2ccc(F)cc2)s1 (configuration not stated)	4	-20
Cc1ccc([C@H]2C(C(=O)O)=C[C@@H](CC3CCCC3)N2S(=O)(=O)c2ccc(C)cc2)cc1	11	-10
COc1cccc(/C=C2\SC(=S)N(N3C(=O)CCCC3=O)C2=O)c1	16	-12
Cc1cc(C)nc(SC(C(=O)O)c2ccccc2)n1 (configuration not stated)	-1	-10
CCOc1ccc2c(c1)C(=NNC(=O)c1ccncc1)c1cc(OCC)ccc1-2	12	-8
COc1ccccc1/C=N/NC(=O)c1ccc2c(c1)OCO2	13	-9
Cc1cc(=O)[nH]c(N/N=C/c2cc(C)n(-c3ccccc3)c2C)n1	5	-21
Cc1ccc(OCCNC(=O)/C=C/c2ccco2)cc1C	7	4
COc1ccccc1OCCCCCNCCO	-8	-18
Fc1cc2[nH]cnc2cc1Cl	15	-9
Cc1nn(C)cc1S(=O)(=O)Nc1ccc2c(c1)OCCO2	12	-4
CCN(CC)c1ccc(/C=N/NC(=O)Cc2nnc(NC(=O)Nc3ccccc3)s2)cc1	6	-10
COc1ccc(NC(=O)CSc2ccccc2)c([N+](=O)[O-])c1	9	-35
COC(=O)c1nc2ccc(N3CCOCC3)cc2c(C)c1C(=O)OC	47	-4
CC(C)c1ccc(C(=O)CC2(O)C(=O)N(CN3CCOCC3)c3ccccc32)cc1 (configuration not stated)	19	-3
CCC(C)(C)NC(=O)C(c1cccc(OC)c1)N(C(=O)CNC(=O)c1cccs1)c1cccnc1 (configuration not stated)	6	-22
COc1cc(OC)cc(-c2c(C#Cc3ccsc3)c3cc(-c4ccc(OC)cc4F)ccc3n2C)c1	9	10
CC(C)(C)n1ncc2c(=O)n(Cc3cc(F)c(Cl)cc3Cl)cnc21	12	-30
CCC1(c2ccc(F)cc2)NC(=O)N(CC(=O)Nc2ccc(C(N)=O)cc2)C1=O (configuration not stated)	8	4
Nc1ccc(Oc2ccccc2-c2ccccc2)cc1	6	-3
C=CCN(C(=O)COC(=O)c1cc[n+]([O-])cc1)c1nc(-c2ccccc2)cs1	6	-17

Reformatted with bars between the fields: four of the compounds above
compound | OX1R antag-1 | OX1R antag-2
Cc1ccc([C@H]2C(C(=O)O)=C[C@@H](CC3CCCC3)N2S(=O)(=O)c2ccc(C)cc2)cc1 | 11 | -10
CCOc1ccc2c(c1)C(=NNC(=O)c1ccncc1)c1cc(OCC)ccc1-2 | 12 | -8
Nc1ccc(Oc2ccccc2-c2ccccc2)cc1 | 6 | -3
COC(=O)c1nc2ccc(N3CCOCC3)cc2c(C)c1C(=O)OC | 47 | -4

(cont.)
SMILES	OX1R antag-1	OX1R antag-2
CCCCn1c(SCC(=O)NCc2ccco2)nc2c1c(=O)n(C)c(=O)n2C	16	-13
CN(C(=O)c1cc(S(=O)(=O)N2CCOCC2)cs1)c1ccccc1	35	-10
O=C(CCc1ccccc1)Nc1ccc(S(=O)(=O)N2CCOCC2)cc1	7	-7
CCOc1ccc(C(=O)NCC(=O)OCC(=O)NC2CCCC2)cc1	4	-28
COc1cccc(-n2c(C)nc3cc(C(=O)O)ccc32)c1	29	-8
O=[N+]([O-])c1ccc(N/N=C/c2cccs2)nc1	10	-6
OCCN(Cc1ccccc1)CC1CC=CCC1 (configuration not stated)	5	-8
O=C(NCc1ccc(F)cc1)c1cc2n(n1)C(C(F)(F)F)CC(C1CC1)N2 (configuration not stated)	10	-8
C[C@H](CO)N1C[C@H](C)[C@@H](CN(C)Cc2ccc(-c3ccccc3)cc2)Oc2c(NS(=O)(=O)c3ccccc3)cccc2C1=O	2	-12
Cc1csc(NC(=O)Cn2nc(C)c([N+](=O)[O-])c2C)n1	12	-8
COc1ccc(CNC(=O)COC(=O)c2cncc(Br)c2)cc1	23	-19
O=C(Cc1ccc(-n2c(=O)c3sccc3n(Cc3ccc(F)cc3)c2=O)cc1)NCc1ccco1	11	-21
COc1ccc(NC(=O)CSCC(=O)NCCc2ccccn2)cc1	2	-30
O=C(COc1ccccc1)Nc1ccc([N+](=O)[O-])cc1	37	5
CC(=O)Nc1ccc(C(=O)OCC(=O)N(c2ccccc2)C2CCCCC2)cc1	11	-11
COc1cc(NC(=S)Nc2cccc(C)n2)cc(OC)c1OC	20	-21
Cc1cc(C)c(S(=O)(=O)c2cc(F)ccc2C)c(Cl)n1	19	-2
CCn1c(SCC(=O)NNC(=S)Nc2ccc(C)cc2)nnc1-c1ccc(Cl)cc1	-10	-35
CCOc1ccc(C(=O)NCCc2ccc3c(c2)OCCO3)cc1	13	-33
O=C(NCC1CCCCC1)c1cc([N+](=O)[O-])ccc1Cl	16	-4
N#Cc1c(NC(=O)c2cccnc2)sc2c1CCC2	29	-1
COc1ccccc1NC1CCCCC1NS(=O)(=O)c1ccccc1 (configuration not stated)	15	-3
O=C(NCC(c1ccco1)N1CCCCC1)c1cc2c(s1)CCCC2 (configuration not stated)	1	-31
O=c1c2nnn(-c3ccc(Br)cc3)c2ncn1Cc1ccccn1	-4	-18
CC(C)(C)n1cnc2cc(NC(=O)c3ccco3)ccc21	7	5

Random excerpt: 7 records from the list.
SMILES	OX1R antag-1	OX1R antag-2
CCOc1ccc(C(=O)NCC(=O)OCC(=O)NC2CCCC2)cc1	4	-28
COc1cc(NC(=S)Nc2cccc(C)n2)cc(OC)c1OC	20	-21
COc1cccc(-n2c(C)nc3cc(C(=O)O)ccc32)c1	29	-8
CCCCn1c(SCC(=O)NCc2ccco2)nc2c1c(=O)n(C)c(=O)n2C	16	-13
C[C@H](CO)N1C[C@H](C)[C@@H](CN(C)Cc2ccc(-c3ccccc3)cc2)Oc2c(NS(=O)(=O)c3ccccc3)cccc2C1=O	2	-12
O=C(NCC(c1ccco1)N1CCCCC1)c1cc2c(s1)CCCC2 (configuration not stated)	1	-31
CN(C(=O)c1cc(S(=O)(=O)N2CCOCC2)cs1)c1ccccc1	35	-10

The results go on:
SMILES	OX1R antag-1	OX1R antag-2
CCCCN(C(=O)CN1C(=O)C2CCCCC2C1=O)c1c(N)n(CCC)c(=O)[nH]c1=O (configuration not stated)	1	-15
c1ccc(-c2nccc(-c3ccco3)n2)nc1	20	15
CCN(C(=O)c1cc(Cl)ccc1OC)C1CCCCC1	10	-29
O=C(Nc1cccc(C(F)(F)F)c1)C1CCN(S(=O)(=O)c2cnc[nH]2)CC1	11	10
CCOC(=O)C1CCN(C(=O)COC(=O)c2ccc(=O)n(Cc3ccccc3)n2)CC1	19	-22
Cc1nn(C)c(C)c1CN(Cc1nc(-c2cc(F)ccc2F)oc1C)C1CC1	36	-28
Cc1ccc(N(C(=O)CNC(=O)c2ccco2)C(C(=O)NC2CCCCC2)c2cccnc2)cc1 (configuration not stated)	9	-13
O=c1cc(-c2ccccc2)nc(SCc2ccccc2F)[nH]1	19	-4
CCN(CC)c1ccc2cc(S(=O)(=O)c3ccc(Cl)cc3)c(=O)oc2c1	9	-26
Cc1ccccc1NC(=O)N1CCCC1C(=O)NCc1ccccc1 (configuration not stated)	9	-19
COCCN(C(=O)c1snc(C(N)=O)c1N)C(C(=O)NC1CCCCC1)c1ccc(N(C)C)cc1 (configuration not stated)	12	-28
COc1ccc(-n2nc(C(=O)NCC3CCCO3)c3ccccc3c2=O)cc1 (configuration not stated)	29	-20
CSc1nc2ccc(NC(=O)c3ccco3)cc2s1	16	-15
O=C(NC1CC1)c1ccc(-n2cccc2)cc1	28	0
Brc1ccccc1-c1ccccc1	3	-10
Cc1ccc(NC(=O)CN(C)S(=O)(=O)c2cccc3cccnc23)cc1F	22	4
CCOc1cccc(/C=N/NC(=O)CC2C(=O)NN=C2C)c1O (configuration not stated)	14	-11
Cc1cccn2c(=O)nc(SCC(=O)NCc3ccco3)nc12	15	8
COC(=O)c1sccc1NC(=O)CSc1cccc(Cl)c1Cl	26	-21
Cc1cc(C)nc(N2CCC(C(=O)Nc3ccc4c(c3)CCC4)CC2)n1	1	-8
NC(=O)c1cc[n+](CC(=O)c2ccc(NC(=O)c3ccccc3)cc2)cc1	38	-8
O=C(NCc1ccc(F)cc1)c1cnc2n(c1=O)CCS2	7	-30
Cc1ccc(-n2nc3c(=O)n(CCCC(=O)NCc4cccc(Cl)c4)nc(C)c3c2C)cc1	16	-50
CC(=O)Nc1ccc(NS(=O)(=O)c2ccc3c(c2)NC(=O)CC(=O)N3)cc1	8	3
Cc1ccc(NC(=O)c2ccccc2NC(=O)Cc2ccccc2)cc1	14	-19

The listing continues.
SMILES	OX1R antag-1	OX1R antag-2
COc1ccc(-n2c(C(C)n3nc(C)c([N+](=O)[O-])c3C)n[nH]c2=S)cc1 (configuration not stated)	7	-4
COc1ccc(NC(=O)Nc2sc(=S)n(C)c2C)cc1	7	-18
CCOC(=O)/C(C#N)=C\c1ccc(O)c(OC)c1	9	3
CN(C(=O)CN1CCN(c2cnn(-c3ccccc3)c(=O)c2Cl)CC1)C1CCS(=O)(=O)C1 (configuration not stated)	12	-14
Clc1ccc(-c2nnc(-c3ccccc3)c(N3CCSCC3)n2)cc1	18	-30
Cc1ccccc1OCC(=O)Nc1c2c(nn1C(C)(C)C)CS(=O)(=O)C2	18	-9
CC1CCc2cc(F)cc3c(=O)c(C(=O)O)cn1c23 (configuration not stated)	20	1
COc1cc2c(cc1OC)CN(C(=O)CN(C)S(=O)(=O)c1ccc(NC(C)=O)cc1)CC2	15	-17
C/C(=N\NC(=O)c1cccnc1)c1ccc(Br)cc1	9	4
COc1cccc(NC(=O)Cn2c(=O)n(CC3CCCO3)c(=O)c3ccccc32)c1 (configuration not stated)	20	-41
CCN(CC(=O)NC(=O)NCc1ccccc1)CC(=O)Nc1cc(Cl)ccc1C	6	-31
CCN(CC(=O)Nc1ccccc1C(F)(F)F)C(=O)/C=C/c1ccc(Cl)c([N+](=O)[O-])c1	13	-22
Cc1ccc2[nH]c(=O)c(-c3noc(CC(C)C)n3)cc2c1	6	-20
Cc1cc(=O)oc2cc(OCC(=O)N3CCN(c4ccc(F)cc4)CC3)c(Cl)cc12	11	-22
O=C1NC2=C(CCc3ccccc32)C(c2ccccc2)N1 (configuration not stated)	32	-3
O=C(O)c1ccc(Cl)c(S(=O)(=O)N(Cc2ccccc2)c2ccc(Cl)cc2)c1	38	-8
Cc1ccc(N(CN2C(=O)c3ccccc3C2=O)C(=O)c2ccc([N+](=O)[O-])cc2[N+](=O)[O-])cc1	20	-49
Cc1cc(C)cc(OCC(=O)Nc2ccc(-n3cnnn3)cc2)c1	13	0
CCCCOC(=O)c1[nH]c(C)c(C(=O)OC)c1C	5	-37
CCn1c(SCC(=O)Nc2c(C#N)cnn2-c2ccccc2)nnc1-c1cccs1	7	-27
CCC(COC(=O)Nc1cccc(C)c1C)NC(=O)OCC(C)C (configuration not stated)	10	-24
COCCCNC(=O)Cn1c(=O)n(CCCCCC(=O)NCc2ccc3c(c2)OCO3)c(=O)c2sccc21	10	-17
COCc1[nH]nc2c1C(c1ccccc1Cl)C(C#N)=C(N)O2 (configuration not stated)	2	-10

Screening data (PubChem BioAssay)

An unsorted share of the library. Share with any hit: about 2%.
